Screens from PubChem.
Peg3 promoter = reduces Peg3 promoter-driven luciferase expression in HeLa; HeLa PEG-Prom luciferase reporter, luminescence, overnight; inhibition, % at 20 µM; 360,000 tested, 1.7% active; AID 588405;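 active = inhibition of at least 50% at 20 µM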
NR2E3 ag-1 = activates human photoreceptor nuclear receptor NR2E3 | GST-NR2E3/biotin-RetCOR TR-FRET, 1536-well | Q9Y5X4 | 320,000 tested, 0.12% active | inhibition of corepressor binding, % at 4.78 µM | AID 2300;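 active = percent inhibition above the cutoff of mean plus 3 SD of all tested compounds, set per screening campaign, cut at about 20% in these data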;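 also: 0% = DMSO wells and 100% = biotin wells as full block of FRET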
Target sequence (Q9Y5X4 whole entry, looked up): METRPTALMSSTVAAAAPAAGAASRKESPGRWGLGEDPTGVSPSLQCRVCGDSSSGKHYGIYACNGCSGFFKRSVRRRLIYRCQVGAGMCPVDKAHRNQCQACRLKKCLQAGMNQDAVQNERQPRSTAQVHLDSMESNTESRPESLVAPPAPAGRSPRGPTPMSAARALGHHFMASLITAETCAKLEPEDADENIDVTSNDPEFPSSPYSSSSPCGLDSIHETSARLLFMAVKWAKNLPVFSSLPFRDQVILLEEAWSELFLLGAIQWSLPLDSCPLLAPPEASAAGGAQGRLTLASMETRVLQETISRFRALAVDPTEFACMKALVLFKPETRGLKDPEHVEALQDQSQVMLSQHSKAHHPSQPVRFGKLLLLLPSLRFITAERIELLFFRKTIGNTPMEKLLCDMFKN
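Material – GST-tagged NR2E3 plus biotinylated RetCOR corepressor · Quantity – NR2E3 fusion 1.35 nM · Times – 5 h incubation at 4 °C · Medium – pH 7.5 Tris-based buffer · Technique – TR-FRET, Eu(K)-anti-GST donor, streptavidin-D2 acceptor, ex 340, em 617/671 nm · Benchmarks – high control biotin, low control 0.6% DMSO · Format – 1536-well plates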
HIF-2a block = HIF-2a inhibition; 786-0 RCC cells HIF-2a reporter, luciferase luminescence, overnight; inhibition, % at 18.8 µM; 360,000 tested, 0.72% active; AID 624352;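 active = inhibition of the luminescence signal of 40% or more relative to plate controls, in a single-dose primary screen at 18.75 µM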
TRPM1 prom inh = MITF TRPM1 promoter inhibition in SK-MEL-5 cells. SK-MEL-5 TRPM1 promoter luciferase, 24 h. inhibition, % at 12.5 µM. 330,000 tested, 0.83% active. AID 488899;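 active = mean inhibition across replicates of 60% or more, whatever share of single replicates reaches that level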; also: values of inactives mirror those of a sister screen read the other way
PDI turbidity = inhibitors of human protein disulfide isomerase | P07237 | PDI insulin aggregation turbidity, A650, 90 min | inhibition, % at 10 µM | 350,000 tested, 0.052% active | AID 588391;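 active = mean inhibition across replicates of 30% or more, whatever share of single replicates reach that level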;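 also: absorbance from insulin aggregation driven by PDI reduction with DTT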
Target sequence (P07237 whole entry, looked up): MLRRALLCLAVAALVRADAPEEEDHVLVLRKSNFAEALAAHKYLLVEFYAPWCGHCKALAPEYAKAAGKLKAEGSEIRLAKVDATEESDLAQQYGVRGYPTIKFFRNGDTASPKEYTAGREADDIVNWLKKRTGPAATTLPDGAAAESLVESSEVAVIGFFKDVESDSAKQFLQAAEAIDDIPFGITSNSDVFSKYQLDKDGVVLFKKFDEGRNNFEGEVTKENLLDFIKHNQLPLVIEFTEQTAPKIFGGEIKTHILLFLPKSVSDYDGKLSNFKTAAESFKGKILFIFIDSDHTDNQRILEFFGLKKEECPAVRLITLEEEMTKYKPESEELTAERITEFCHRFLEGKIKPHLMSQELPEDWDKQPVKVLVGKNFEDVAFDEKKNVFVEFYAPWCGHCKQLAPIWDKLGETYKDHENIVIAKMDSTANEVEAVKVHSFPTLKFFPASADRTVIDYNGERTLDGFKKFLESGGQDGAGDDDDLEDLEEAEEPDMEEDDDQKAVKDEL
Vif inh = blocks HIV Vif function; HEK293T cells, Vif self-association by quenched fluorescence, imaging, 24 h; 340,000 tested, 0.35% active; inhibition, % at 7.49 µM; AID 602346; in the data active = inhibition above about 50%, passing the limit was not always enough; also: some results filed as inactive read as strong as hits
Shn3 3UTR inh = reduces Shn3 3'UTR luciferase signal in osteoblasts. 360,000 tested, 0.52% active. inhibition, % at 12.5 µM. AID 588674. Clone20 osteoblast Shn3 3'UTR firefly luciferase, 24 h;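 active = mean inhibition of at least 75% with every replicate also reaching 75%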;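 also: 0% = median of neutral control wells and 100% = pilot-screen positive control compound; some compounds past the cut are filed as inactive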
KKLEB tox = reduces viability of KKLEB cystic fibrosis airway cells; KKLEB CF airway cells viability, ATPlite luminescence, overnight; hits give low values; cells stimulated with P. aeruginosa culture filtrate; activity change (cytotoxicity), % at 5 µM; 360,000 tested, 0.36% active;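 active = corrected activity change at or below -50% at 5 µM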
CaV13 FRET inh = Primary screen for inhibitors of IQ motif and Ca2+-dependent inactivation inhibitor domain binding in CACNA1D, Förster resonance energy transfer in living cells, …. HEK cells, CFP/YFP FRET ICDI-IQ, plate reader, 10 min; percent FRET-ratio fall versus neutral wells. inhibition, % at 12.3 µM. 340,000 tested, 0.098% active. AID 743397;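 active = mean replicate inhibition of at least 30% and at least 1% of replicates passing that level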;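 also: 0% = median of the neutral control wells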
NR2E3 ag-2 = activates human NR2E3 receptor; CHO-S Gal4-NCOR/VP16-NR2E3 two-hybrid, luciferase; 360,000 tested, 0.35% active; AID 602229; inhibition of corepressor binding, % at 3.98 µM;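 active = inhibition above the mean of all tested compounds plus 3 SD, cut at about 70% in these data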;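 also: 0% = DMSO with NR2E3 transfected cells and 100% = cells lacking NR2E3 construct; higher means lower luciferase signal from less NR2E3 corepressor binding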
CF NFkB block = inhibitors of cystic fibrosis induced NF-kB | AID 588850 | KKLEB NF-kB-GFP reporter, PAF-induced, GFP fluorescence overnight | inhibition, % at 5 µM | 360,000 tested, 0.86% active;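 active = at least 50% inhibition at 5 µM, scaled per plate between neutral and stimulator controls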;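 also: PAF is a Pseudomonas aeruginosa culture filtrate used as stimulus; plate controls were PAF-stimulated DMSO wells for no effect and unstimulated DMSO wells for full effect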
Numbers without * were called inactive; / = no result given.

SMILES	Peg3 promoter	NR2E3 ag-1	HIF-2a block	TRPM1 prom inh	PDI turbidity	Vif inh	Shn3 3UTR inh	KKLEB tox	CaV13 FRET inh	NR2E3 ag-2	CF NFkB block
Cc1ccc(NC(=O)C2=NNC(=O)CC2)cc1S(=O)(=O)Nc1ccc(SC(F)F)cc1	22	2	29	13	6	24	24	0	-4	-23	-20
CCCCCCS(=O)[C@H]1CS(=O)(=O)C[C@@H]1S(=O)CCCCCC (some centres not stated)	9	6	4	-1	3	-3	-12	-14	/	2	-8
COC(=O)C1CN(C(=O)c2cccc(OC(F)F)c2)c2ccccc2O1 (configuration not stated)	-3	4	-1	20	0	-12	3	-8	-3	-16	0
CC(C)CCNc1nc2c(cc1C#N)COC(C)(C)C2	1	2	0	-1	0	1	10	-11	-5	-8	8
COc1ccc(CCNC(=O)CCn2c(=O)c3cccn3c3ccc(F)cc32)c(OC)c1OC	12	0	14	1	-4	3	-8	2	-7	-36	-10
NS(=O)(=O)c1ccc(F)c(C(=O)O)c1	1	-2	-1	2	4	-6	-11	3	-2	-35	-1
COc1ccc(N2CCN(C(=O)c3[nH]c4ccc(OC)cc4c3C)CC2)cc1	17	/	16	8	-6	-1	3	16	-2	-27	-2
O=C(CC1C(=O)N(c2ccc(F)cc2)C(=O)N1Cc1ccccn1)Nc1ccccc1 (configuration not stated)	2	-1	-6	2	-5	-2	4	-3	-4	-16	-25
Cn1c(CC(=O)NNC(=O)c2cccnc2)nc2ccccc21	4	2	15	-3	2	7	2	1	-2	23	22
CCOC(=O)[C@@H]1[C@H]2COc3ccccc3[C@H]2N2C(=O)N(c3ccc(OC)cc3)C(=O)[C@]12C	20	3	18	8	6	-18	-4	-6	-4	-15	-5
Cc1ccc(-c2nc(CS(=O)CC(=O)NCc3ccccc3)c(C)o2)cc1 (configuration not stated)	13	0	5	-5	/	-4	-20	4	-3	24	3
CCOC(=O)c1c(C)[nH]c(C)c1S(=O)(=O)N(C)CC(=O)NCc1ccc(F)cc1	-9	2	1	10	3	5	7	0	-5	-5	-11
Nn1c(SCC(=O)Nc2ccccc2Br)nnc1-c1ccco1	-8	1	1	-2	12	-9	-1	2	-3	20	5
CCCNc1c(NS(=O)(=O)c2cccc(C#N)c2)c(=O)oc2ccccc12	-1	7	-3	8	-2	-5	-15	16	-7	10	-17
COc1c(O)ccc2cnn(-c3ccccc3C)c(=O)c12	-13	-1	-3	-2	-9	/	11	8	-8	-18	-26
CC(NC(=O)C(Cc1ccccc1)NC(=O)c1ccccc1)C(=O)O (configuration not stated)	-2	1	10	/	6	-2	6	-4	-7	-8	-35
O=C(NCCOc1ccc(Cl)cc1)c1ccc2ccccc2n1	-71	-4	-194	-11	-1	-2	-8	-30	-7	-34	15
CCOC(=O)N1CCC(Nc2c([N+](=O)[O-])cc(C(=O)O)cc2[N+](=O)[O-])CC1	-8	4	11	0	7	7	-5	6	-19	-15	1
O=C(c1ccccc1)N1CCN(S(=O)(=O)N2CCCCC2)CC1	10	-4	12	7	-3	-2	0	3	-5	12	10
CCCCN(CC)CCCNC(=O)c1cn(CC(C)C)c(=O)c2c1c1ccccc1n2C	2	1	18	-5	6	6	38	-13	-19	1	14
CCOC(=O)C1(CC2CCCCO2)CCN(C(=O)Nc2ccccc2)CC1 (configuration not stated)	-65	0	-72	-15	1	22	-3	-1	-5	-3	7
CCc1nc2c(OCC3CCCCC3)cccn2c1N(C)C(=O)c1ccc(OC)cc1	8	/	16	/	3	-5	20	-5	-4	10	-13
COc1cc(/C=N/NS(=O)(=O)c2ccc(C)cc2)ccc1OCc1ccc(C(=O)O)cc1	-20	1	32	72*	5	-6	25	-16	-5	-213	11
O=C(CCNC(=O)c1ccc(Br)o1)NC1CCCC1	12	3	5	10	-11	3	-14	5	-9	1	-1
CC(C)(C)/C(COc1ccccc1[N+](=O)[O-])=N/O	-15	4	-11	-23	-4	-6	-63	2	-4	-17	-8
Cc1ccc(O)c(-c2cc(C(=O)Nc3ccc(S(=O)(=O)Nc4nc(C)cc(C)n4)cc3)[nH]n2)c1	-6	1	10	7	11	7	-10	-1	-5	-1	6
CCCn1cc(SCC(N)=O)c2ccccc21	-2	-3	0	/	/	2	-7	7	-6	-10	-4
CC1CCN(C(=O)CCNC(=O)c2ccccc2)CC1	-104	2	-93	-29	17	-4	-21	0	-4	1	-3
CC12CC3CC(C)(C1)CC(C(=O)NCc1ccco1)(C3)C2	1	-1	5	-3	6	-1	-18	3	2	-26	6
Cc1cc(C)c(C(O)c2ncc(-c3cccc4ccccc34)[nH]2)c(C)c1 (configuration not stated)	20	/	1	/	-9	0	-13	-24	-3	0	30
COc1ccc(NC(=O)C2(C)CCN2C(=O)CC2CCCC2)cc1OC (configuration not stated)	6	/	-2	/	11	1	-13	-1	-9	-30	15
CC(=O)n1cc([C@@H]2C=C(C(=O)N3CCN(Cc4ccccc4)CC3)O[C@H](OCc3ccc(CO)cc3)C2)c2ccccc21	16	1	18	8	1	-15	5	-5	-11	13	-12
COCCCN(C(=O)c1ccccc1)c1nc(-c2ccc(OC)cc2)cs1	-3	/	-27	1	2	-1	7	-6	-6	-11	10
O=C(NCc1nnnn1-c1cccc(F)c1)c1ccc(S(=O)(=O)N2CCOCC2)cc1	20	0	7	-2	2	-10	1	0	-6	-1	-13
N#Cc1sc2nc(C3CC3)cc(-c3ccccc3)c2c1N	14	6	5	-9	3	2	-8	2	-3	-3	20
COc1ccccc1C(=O)Nc1nnc(S(=O)(=O)N2CCC(C)CC2)s1	-54	-1	-64	7	2	7	-37	4	-2	-19	13
COC(=O)c1ccc(C(=O)OC)c(NC(=O)CSc2n[nH]c(N)n2)c1	-4	/	21	8	-6	-6	-17	0	-7	-3	-17
CC(=O)Nc1ccc(NC(=O)COc2ccc(S(=O)(=O)N3CCCC3)cc2)cc1	13	4	2	-8	3	-1	-2	-6	-6	-20	12
O=S1(=O)CCN(C2CCCCCCC2)CC1	-5	/	11	/	0	-10	-11	6	-6	-3	-16
COc1ccc(CNc2ncc(-c3ccccc3)n2C)c2ccccc12	14	-4	-6	9	-2	-9	27	-5	-1	-27	-24
O=C(CSc1nnc(-c2ccncc2)n1C1CCCCC1)Nc1cccc(O)c1	15	2	26	-2	12	-3	17	-2	-6	-9	2
O=C(COC(=O)C1Cc2ccccc2CN1C(=O)c1ccccc1)Nc1ccc(SC(F)F)cc1 (configuration not stated)	8	1	8	-10	9	-3	19	4	-4	17	14
C[N+]1(C2CCC3CCCC2C3O)CCCC1 (configuration not stated)	3	2	12	5	1	0	-7	5	-3	3	0
Cc1cccc(COC(=O)CCCNC(=O)c2ccc(Cl)cc2)c1	7	1	-1	-1	-1	-2	-10	12	-2	-37	-5
CC(=O)c1ccc(NC(=O)Nc2cccc3ccccc23)cc1	-133	/	-190	-24	1	-6	-30	-2	-5	-63	-9
Cc1noc(C)c1C(=O)N(CC(=O)Nc1ccc(Cl)c(C(F)(F)F)c1)Cc1ccco1	26	0	9	3	1	-1	-15	13	-2	2	9
Cc1ccc2c(C)c(C(=O)N(C)C(C)c3ccncn3)oc2c1C (configuration not stated)	-71	0	-87	-12	2	-14	-4	-18	-6	-39	11
COc1ccc(/C=C2/S/C(=N/N=C3\CC4CCC3(C)C4(C)C)NC2=O)cc1 (configuration not stated)	10	3	9	-2	-8	3	5	-5	-4	-19	8
O=C(COC(=O)C1CCN(S(=O)(=O)c2cccs2)CC1)Nc1ccc(F)c(F)c1F	3	/	6	5	-1	-6	1	-1	/	-1	-31
CCOC(=O)C1CCCN(C(=S)Nc2ccc(C)cc2C)C1 (configuration not stated)	-13	1	-3	-2	0	3	3	10	-4	5	-12
CC1CCCN(C(=O)COC(=O)C2CCN(S(=O)(=O)c3ccc(Cl)c(C(F)(F)F)c3)CC2)C1 (configuration not stated)	9	-3	14	-8	-10	5	-10	9	-6	10	0
O=C(c1cc(S(=O)(=O)N2CCOCC2)ccc1F)N1CCCc2ccccc21	3	0	-18	13	-11	-16	9	12	-6	8	-18
CN(C)CCNC(=O)c1sc2nc(-c3ccccc3)cc(C(F)(F)F)c2c1N	61*	1	-5	8	-3	-4	2	-2	-13	21	-8
O=C(CS(=O)(=O)c1ccccc1)Nc1ccc(N2CCOCC2)cc1	12	4	14	-7	-1	-2	1	0	3	3	10
CCN(CC)CCNC(=O)c1ccc(NC(=O)c2cc(S(=O)(=O)N3CCCCC3)ccc2C)cc1	-16	0	5	-5	-16	-5	-3	-17	-7	-17	26
Nc1cc(N)nc(SCc2nnnn2-c2ccc(Cl)cc2)n1	9	1	-3	-7	2	16	-7	-2	-14	4	3
COc1ccc(NC(=O)CN2CCC(C(=O)c3ccc(C)cc3)CC2)c(OC)c1	3	-1	4	4	6	-3	36	0	-4	-8	-2
CN(Cc1cccs1)C(=O)Cn1cnc2ccccc2c1=O	5	2	-12	-2	4	-10	1	6	-5	4	14
COc1ccc(-c2ccc(C(=O)NCC3CCOCC3)c3occc23)c(C)c1	-102	/	-132	/	-2	-30	18	4	-9	-19	-7
O=C1CCN(Cc2ccccc2)CCN1CCSc1ccccc1	-232	2	-176	-62	-5	-15	-97	-10	-8	-89	-20
(more compounds)
SMILES	Peg3 promoter	NR2E3 ag-1	HIF-2a block	TRPM1 prom inh	PDI turbidity	Vif inh	Shn3 3UTR inh	KKLEB tox	CaV13 FRET inh	NR2E3 ag-2	CF NFkB block
CCc1cccc(C)c1NC(=O)COC(=O)Cc1ccsc1	19	0	14	8	5	6	14	6	-5	2	-12
O=C(COC(=O)c1ccc2[nH]c3c(c2c1)CCCC3)Nc1ccc(Cl)cc1Cl	15	5	-3	-13	7	-4	-24	-14	-16	-4	16
COC(=O)Cc1cc(=O)[nH]c(/N=C(\N)Nc2ccccc2)n1	14	-2	-3	3	-2	0	4	-10	-8	-3	4
CC(C)CCNC(=O)COc1ccc2c3c(c(=O)oc2c1)CCC3	-10	3	-18	8	3	1	-6	10	-4	-4	-50
CCOc1ccc(NC(=O)CN(C)C(=O)CC2OC(=O)c3ccccc32)cc1OCC (configuration not stated)	11	4	16	11	-1	-1	10	-8	-5	-21	-5

Structures above containing bromine (2):
SMILES	Peg3 promoter	NR2E3 ag-1	HIF-2a block	TRPM1 prom inh	PDI turbidity	Vif inh	Shn3 3UTR inh	KKLEB tox	CaV13 FRET inh	NR2E3 ag-2	CF NFkB block
Nn1c(SCC(=O)Nc2ccccc2Br)nnc1-c1ccco1	-8	1	1	-2	12	-9	-1	2	-3	20	5
O=C(CCNC(=O)c1ccc(Br)o1)NC1CCCC1	12	3	5	10	-11	3	-14	5	-9	1	-1
